Assay outcomes (PubChem BioAssay)
b-catenin transl = beta-catenin nuclear translocation modulation | HeLa beta-catenin nuclear translocation, immunofluorescence imaging | 0.3% of 190,000 active | nuclear translocation activity, % at 5 µM;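 active = nuclear translocation activity above 50% at 5 µM, with a well cell count of 50 or more; inconclusive = wells under 50 cells across six images, flagged as toxic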;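 note: per-cell ratio of nuclear to cytoplasmic median beta-catenin stain intensity; plate controls were DMSO negative control for no effect and GSK-3 inhibitor IX positive control for full effect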
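Test system: HeLa cells, endogenous beta-catenin; Compound: single 5 µM dose plus 0.02–20 µM confirmation series; Times: compound exposure 24 h at 37°C; Signal: fluorescence imaging of beta-catenin antibody stain plus DAPI; Read-out: % activation, nuclear-to-cytoplasmic median beta-catenin signal ratio per cell.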
T cell modulator = T cell immune modulators affecting CD8 T cell-vesicle binding. 2C CD8+ T cell-vesicle binding, flow cytometry; hits give low values. calls only at 7 µM. 0.068% of 330,000 active;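 active = response, share of CD8 T cells binding vesicles, and their 90th percentile fluorescence all below set limits, cut at about 80% in these data, passing the limit was not always enough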
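System: murine 2C transgenic CD8+ T lymphocytes; also added: QL9-loaded Drosophila micro-vesicles; times: binding 1.5 h at 37 °C; measured by: flow cytometry, PE anti-B7-1 (FL2) versus Alexa647 anti-CD8 (FL8), PFA-fixed; control set: Peptide-free naked vesicles (low) and QL9 vesicles with 0.7% DMSO vehicle (high)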
Myeloid diff MLP = compounds promoting myeloid differentiation. ER-HoxA9 myeloid progenitors, lysozyme-GFP differentiation, flow cytometry. calls only at 10 µM. 1% of 360,000 active;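 active = normalized GFP-positive differentiation at or above the plate's own cutoff, the solvent-only control mean plus 3 SD; inconclusive = no clear call, values can overlap the other calls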;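 note: cells exposed to compound for four days before flow analysis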
Dynein transport = dynein cargo transport inhibition. 3617.4 mouse cells, GR-EGFP nuclear translocation imaging; test concentration mostly 20 µM; stimulated with dexamethasone, 1 µM; hits give low values. z-score, hits read low. 0.47% of 220,000 active;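 active = plate z-score of nuclear minus cytoplasmic receptor signal below a set negative limit, without overly bright fluorescence or cell loss, cut at about -3.5 in these data, passing the limit was not always enough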;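 note: z-score of nuclear minus cytoplasmic ring GR-EGFP intensity difference per well; some compounds called inactive have numbers as strong as hits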
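Also added: dexamethasone, 1.0 µM final. Medium: tet-free, stripped-serum medium. Detection: fixed, Hoechst-stained cells imaged at 10x for EGFP. Read-out: nuclear-to-cytoplasmic GR-EGFP distribution per well. Times: induction 48 h, compound 1 h, agonist 30 min.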
Lipid droplet = modulators of hepatic lipid droplet formation; inhibition, % at 6.5 µM; 0.4% of 240,000 active; AML12 mouse hepatocytes, oleate lipid droplets, BODIPY imaging;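 active = lipid droplet intensity inhibited by at least 50%, with more than 500 cells counted; inconclusive = wells with under 300 cells, treated as cytotoxic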
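Test system: AML12 mouse liver cells; schedule: overnight exposure; technique: high-content imaging of BODIPY-stained droplets and DAPI nuclei; read-out: % inhibition of corrected integrated BODIPY droplet signal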
MT stabilizer = microtubule stabilizers in HeLa cells. % tubulin-high responders, % at 10 µM. AID 2205. HeLa tubulin immunostaining HCS, 24 h; share of cells brighter than vehicle mean+2SD. 0.83% of 200,000 active;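 active = plate Z-score above 3 for both tubulin-high and condensed-nucleus cell shares, with cell loss under 80%, at 10 µM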;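 note: anti alpha tubulin signal scored within the nucleus-defined area of each cell; some results filed as inactive read as strong as hits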
PMI inhibitors = MPI enzyme activity inhibition – biochemical, fluorescence intensity, coupled assay, primary screen (AID 1209). purified PMI enzyme, coupled fluorescence intensity; higher % means a stronger effect. one-dose inhibition, % at 20 µM; IC50 in µM for titrated hits. 0.42% of 190,000 active; in the data active = inhibition above about 50%;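 note: plate controls were DMSO vehicle for no effect and wells lacking substrate for full effect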
Ins promoter up = MIN6 insulin promoter up-regulation; MIN6 insulin promoter-GFP reporter, high-content imaging; hits give high values; 0.3% of 190,000 active; z-score at 5 µM;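 active = z-score above 3 at 5 µM with at least 500 cells counted in the well; inconclusive = wells under 500 cells, flagged as cytotoxic or low count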
TNAP activators = human TNAP enzyme activators, primary screen, biochemical, luminescent, no phosphate acceptor, uHTS (AID 1001). purified TNAP, luminescent activation assay, no phosphate acceptor; higher activation fold means a stronger effect. 0.03% of 200,000 active. one-dose activation fold at 20 µM; EC50 in µM for titrated hits; in the data active = activation fold from about 3, or a potency from the dose series; inactive = the rest, 99 in 100 with activation fold below about 1.6; note: many of its hits are not listed in these tables
Dynein transport cytoplasmic EGFP = further read-out of Dynein transport, marked with its call; z-score; measured here: cytoplasmic GR-EGFP intensity; hits give high values
Dynein transport nuclear GR-EGFP = further read-out of Dynein transport, marked with its call; z-score; measured here: nuclear GR-EGFP intensity;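 lower value marks the stronger effect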
Dynein transport cell count = also measured in Dynein transport; calls as there; z-score; measured here: cell count per field
Ins promoter up cell count = also measured in Ins promoter up; calls as there; cell count; measured here: cytotoxicity, nuclei count;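 total cells summed across four imaged fields per well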
Lipid droplet cells 6.5 µM = second read-out of Lipid droplet, no call of its own (marks repeat the call); cell count; measured here: cell count, cytotoxicity flag;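 cells counted across two imaged fields per well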
b-catenin transl cell count 5 µM = also measured in b-catenin transl; calls as there; cell count; measured here: cell count, cytotoxicity flag
T cell modulator vesicle-bound % = further read-out of T cell modulator, marked with its call; double positive events, %; measured here: CD8+ vesicle-bound cell fraction;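 binding gate set so that unloaded-vesicle control wells show 10% double positive cells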
MT stabilizer Hoechst-high % = second read-out of MT stabilizer, no call of its own (marks repeat the call); % Hoechst-high responders; measured here: nuclear condensation Hoechst responders;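 share of cells brighter than vehicle mean plus two SD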
MT stabilizer cytotoxicity % = also measured in MT stabilizer; calls as there; toxicity, %; measured here: cytotoxicity by cell density;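 0% = mean cell density of plate MIN control wells and 100% = no cells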
Myeloid diff MLP GFP+ MAC1+ % = second read-out of Myeloid diff MLP, no call of its own (marks repeat the call); GFP+ MAC1+ double positive, %; measured here: differentiation confirmed by MAC1 staining
Active calls of the source: *; i = inactive; ? = inconclusive; nt = no result given. The order is random; overall some 3% were active at least once.

SMILES	b-catenin transl	b-catenin transl cell count 5 µM	T cell modulator	T cell modulator vesicle-bound %	Myeloid diff MLP	Myeloid diff MLP GFP+ MAC1+ %	Dynein transport	Dynein transport cytoplasmic EGFP	Dynein transport nuclear GR-EGFP	Dynein transport cell count	Lipid droplet	Lipid droplet cells 6.5 µM	MT stabilizer	MT stabilizer Hoechst-high %	MT stabilizer cytotoxicity %	PMI inhibitors	Ins promoter up	Ins promoter up cell count	TNAP activators
O=S(=O)(CCOc1ccccc1)N1CCOCC1	-1.0	601	i	30	i	0.3	0.0047	-0.29	0.61	0.03	nt	nt	3.4	0.9	12	-5%	0.37	1348	1.1
Cc1ccccc1N1CCN(C(=O)c2ccccc2NC(=O)c2ccccc2C(=O)O)CC1	-1.3	1117	i	43	i	0.3	-0.62	-0.27	-0.18	0.35	-2	759	2.2	1.7	9.3	-14%	0.14	1331	1.1
O=C(OCC(=O)N1CCCC1)c1cncc(Br)c1	-0.5	1075	i	22	i	1.1	-0.23	-0.25	-0.19	0.42	-2	671	3.6	3.2	6.4	15%	-0.09	1922	1.1
Cc1cc(C)c(C#N)c(SCS(=O)Cc2ccc(Cl)cc2)n1 (stereo not drawn)	-2.2	1332	i	65	i	1.9	-0.4	-0.18	0.16	-0.63	nt	nt	4.5	2.2	7.1	-14%	-0.32	1631	1
COc1ccc(C(=O)Nc2ccc3oc(-c4cccnc4)nc3c2)cc1OC	0.7	1092	i	25	i	0.3	-0.66	-0.28	-0.29	0.61	5	765	2.5	3.3	8.9	4%	-0.05	1414	1.1
CCOc1ccc(/C=C2\SC(=S)N(NC(=O)c3ccncc3)C2=O)cc1OC	1.6	1261	i	38	i	1.0	-0.19	-0.27	-0.14	0.34	2	748	nt	nt	nt	nt	0.23	1034	nt
Cc1cc(C)n2nc(SCC(=O)N(C(C)C)C(C)C)nc2n1	-1.9	1222	i	33	i	1.0	0.52	-0.21	0.54	0.27	nt	nt	2.0	2.9	9.9	2%	0.33	1111	1.1
CC(C)Cn1c(O)c2ccc(C(=O)N=NC(=O)c3cccnc3)cc2c1O	-1.6	1138	i	43	i	0.2	0.5	-0.25	0.18	-0.65	17	703	2.5	2.1	4.5	7%	-0.33	1457	1
O=C(/C=C/c1cccc([N+](=O)[O-])c1)NCc1ccc2c(c1)OCO2	-0.4	1049	i	29	i	0.7	1.6	-0.24	0.4	-0.86	-1	607	4.7	2.8	5.3	9%	0.09	1359	1.1
O=C(CSc1ccc2c(c1)OCCO2)NC(=O)NC1CCCC1	-5.1	1188	i	16	i	1.2	2.4	-0.063	2.3	-1.9	nt	nt	2.6	1.0	8.1	2%	1.1	1288	1.1
COc1ccc(S(=O)(=O)N2CCN(c3ccc4nnc(-c5ccccc5)n4n3)CC2)cc1	0.2	1152	i	36	?	nt	3	-0.085	1.7	-1.1	nt	nt	7.3	4.8	3.6	28%	-1.1	883	1.1
O=C(NC(=S)Nc1ccc(NC(=O)c2cccs2)cc1)c1cc2ccccc2o1	-2.7	521	i	47	i	0.4	-0.72	-0.27	-0.67	0.5	-1	670	3.5	3.3	5.1	-7%	0.75	1201	1
CCOC(=O)c1c(C)c(C(=O)Nc2ccc3c(c2)OCCO3)c(C)n1CC	-0.3	934	i	32	i	2.3	0.057	-0.32	-0.13	0.15	nt	nt	31*	39*	50*	4%	-0.2	1098	1.1
O=C(NCc1n[nH]c(=S)n1Cc1ccccc1)c1ccccc1	-0.9	1084	i	45	i	1.5	1.5	-0.14	0.67	-1.4	-1	671	4.3	3.2	7.0	-17%	0.4	1261	0.8
CC(C)[C@@H](CO)NC(=O)c1ccc2c3n(nc2c1)-c1ccc(Cl)cc1CO3	-2.3	1154	i	13	i	2.1	-0.55	-0.8	-0.11	0.29	nt	nt	nt	nt	nt	nt	-0.26	1095	nt
CCCn1c(=O)c(C(=O)N/N=C/c2ccc(F)cc2)c(O)c2ccccc21	1.5	1279	i	35	i	0.2	-0.27	-0.21	-0.24	-0.15	-12	731	nt	nt	nt	nt	nt	nt	nt
CC(C)c1ccc(Nc2ncccc2C(=O)O)cc1	1.2	1553	i	67	i	0.2	1.7	-0.19	0.46	-0.63	8	563	0.7	0.6	1.4	-2%	0.85	1431	1.1
Cc1ccccc1NC(=S)NCC(c1cccnc1)N(C)C (stereo not drawn)	0.8	1097	i	46	i	1.0	0.15	-0.24	0.17	0.098	-1	611	2.4	2.6	1.7	-2%	0.88	1505	1.1
CC(C)(C)c1nc(C(C)(C)C)c(Br)c(=O)[nH]1	0.6	536	i	39	i	0.4	2.4	-0.13	1.8	-1.9	-4	763	1.6	4.2	12	2%	-0.25	897	1.1
O=C(O)CSC(C(=O)Nc1ccc(C(F)(F)F)cc1)c1ccccc1 (stereo not drawn)	-3.1	1198	i	13	i	0.6	0.055	-0.2	-0.27	-0.14	1	563	2.0	2.1	6.3	3%	0	1887	1.1
Cc1occc1C(=O)NC(C)C12CC3CC(CC(C3)C1)C2 (stereo not drawn)	1.5	1064	i	32	i	0.4	-0.74	-0.3	-0.19	0.72	8	759	1.0	0.7	7.0	12%	-0.5	1476	1.1
CC(C)C[C@@H](CSc1ccc(Br)cc1)N1CCN(CCc2ccccc2)CCC1=O	1.3	1115	nt	nt	i	2.1	-0.47	-0.72	-0.17	-0.16	9	601	nt	nt	nt	nt	nt	nt	nt
O=C(NC1CCCCC1)c1cc(F)cc2c1OCOC2	-1.3	1141	i	35	i	0.6	0.082	-0.19	0.0021	-0.41	6	729	nt	nt	nt	nt	-0.26	1444	nt
Cc1ccc(N2CC(C(=O)NCCC(C)C)CC2=O)cc1 (stereo not drawn)	-3.3	1036	i	47	i	1.0	-0.5	-0.25	-0.51	0.96	6	742	4.8	1.9	3.3	4%	nt	nt	1.1
O=C(NCCO)c1ccc2c3n(nc2c1)-c1ccc(Cl)cc1CO3	1.1	1089	i	8	i	0.9	0.21	-0.81	0.25	0.059	nt	nt	nt	nt	nt	nt	0.84	711	nt
Cc1ccc(NC(=O)C(C)OC(=O)c2ccc(NS(=O)(=O)c3ccc(F)c(F)c3)cc2)cc1 (stereo not drawn)	-2.8	977	i	51	i	0.1	-0.72	0.19	-0.26	0.38	26	722	1.4	3.9	6.8	-14%	0.41	1394	1.1
CC1CCN(c2nnc(-c3ccccc3)c3ccccc23)CC1	-3.6	1058	i	52	i	0.1	-0.21	-0.41	0.4	0.62	-1	600	0.1	3.1	8.1	-4%	-0.68	1188	1.1
COCCNC(=O)c1c(NC(=O)c2nc(SC)ncc2Cl)sc2c1CCCC2	-0.9	1127	i	16	i	4.5	0.064	0.45	0.0046	0.33	-14	615	2.4	1.7	3.0	6%	0.42	1835	0.9
COc1ccccc1N1CCN(CC(=O)Nc2ccc(CN3CCCCC3)cc2)CC1	3.0	1108	i	16	i	7.2	0.94	-0.24	0.84	-0.39	nt	nt	5.7	1.8	1.2	1%	-0.44	1040	1.1
CC(=O)NC(=S)Nc1ccccc1C(=O)Nc1ccccc1	-1.1	1081	i	46	i	0.5	2.5	0.27	2	-2.1	23	733	8.1	1.7	6.2	8%	-0.04	1399	2.7
